M1 PAM parental – nonselective activator or artifact in parental CHO-K1 calcium assay; 0.02% of 360,000 active; ATP EC20, Fluo-8 calcium fluorescence; 0% at ATP EC20, 100% at ATP max; AID 602247; activation, % at 3 µM;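 active = activation above the run cutoff, the mean activation of all test compounds plus 3 SD, cut at about 40% in these data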;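 also: peak over basal fluorescence ratio in a 140 s read after ATP addition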
CHO parental Ca – signal in parental CHO cells, OX1R antagonist counter-screen | parental CHO-K1, ATP-induced calcium, Fluo-8 fluorescence | inhibition, % at 5.6 µM | 0.63% of 330,000 active | AID 463079;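 active = inhibition above that plate's mean sample inhibition plus 3 SD, cut at about 26% in these data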;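 also: 0% = ATP-challenged DMSO wells and 100% = DMSO wells without ATP; some compounds past the cut are filed as inactive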
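Assay system – parental CHO cells · Reagent – ATP stimulus · Detection – intracellular calcium via Fluo-8 no-wash fluorescent dye · Evaluation – percent inhibition of ATP-evoked calcium rise, normalized to controls · Controls – ATP wells versus no-ATP DMSO wells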
CHRM1 agonist – activates human CHRM1 receptor; activation, % at 3 µM; 0.33% of 360,000 active; CHO-K1 hM1, Fluo-8 calcium fluorescence, agonist mode; 0% DMSO, 100% acetylcholine EC100;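 active = activation above the run's mean compound activation plus 3 SD, cut at about 16% in these data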;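 also: peak over basal fluorescence ratio within a 140 s kinetic read after compound addition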
TAAR1 ag – human TAAR1 agonism; Q96RJ0; CHO RD-HGA16 TAAR1, Fluo-8 calcium fluorescence; vehicle wells 0%, saturating PEA agonist 100%; activation, % at 3 µM; 0.99% of 360,000 active;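 active = activation above the mean activation of all test compounds in the run plus 3 SD, cut at about 38% in these data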
Target sequence (Q96RJ0 whole entry, looked up): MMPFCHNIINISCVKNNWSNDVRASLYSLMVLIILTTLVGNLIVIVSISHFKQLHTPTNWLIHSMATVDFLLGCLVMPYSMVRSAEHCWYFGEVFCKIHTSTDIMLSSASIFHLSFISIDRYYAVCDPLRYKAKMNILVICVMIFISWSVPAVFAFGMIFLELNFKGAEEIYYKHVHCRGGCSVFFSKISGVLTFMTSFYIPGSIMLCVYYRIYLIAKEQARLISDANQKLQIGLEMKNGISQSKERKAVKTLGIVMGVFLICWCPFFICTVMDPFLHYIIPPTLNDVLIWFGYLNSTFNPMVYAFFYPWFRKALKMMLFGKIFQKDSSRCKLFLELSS
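System: CHO RD-HGA16 cells carrying human TAAR1 plus Gα16; Incubation: 17-24 h seeding, 75 min 37 °C dye, 30 min RT; Measured by: Fluo-8 fluorescence, 5 s baseline then 140 s kinetic read; Control set: DMSO and PEA EC100; Replication: single well for each compound.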
TAAR1 antag – human TAAR1 antagonism. Q96RJ0. CHO RD-HGA16 TAAR1, Fluo-8 calcium fluorescence, antagonist. inhibition, % at 3 µM. 1.5% of 360,000 active. AID 624466;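 active = inhibition above a per-plate cutoff, the mean inhibition of test compounds on that plate plus 3 SD, cut at about 49% in these data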;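 also: 0% = DMSO plus EC80 beta-PEA response and 100% = DMSO alone without agonist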
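Test system: hTAAR1-expressing CHO RD-HGA16 cells, Gα16-coupled; Probe or stimulus: EC80 β-phenethylamine stimulus; Compound dosing: single nominal final test compound concentration of 3 µM; Timing: 140 s kinetic read after compound, 140 s after agonist; Signal: Fluo-8 calcium-sensitive fluorescence; Measure: % inhibition of agonist calcium response; Controls: DMSO and EC80 PEA controls.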
M1 ag parental – nonselective activator or artifact in parental CHO-K1 cells; AID 602248; Fluo-8 calcium fluorescence; scaled to maximal ATP response, vehicle zero; activation, % at 3 µM; 0.48% of 360,000 active; in the data active = activation above about 15%;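 also: untransfected CHO-K1 host cells lacking M1 receptor as counterscreen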
V1aR counter – activates human V1a receptor in oxytocin agonist counter-screen; P37288; CHO-V1R cells, Fluo-8 calcium fluorescence, agonist mode; 0% DMSO, 100% 3 nM vasopressin; activation, % at 3 µM; 0.25% of 320,000 active;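 active = activation above the mean activation of all tested compounds plus 3 SD, per screening run, cut at about 20% in these data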;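 also: signal is peak over basal fluorescence ratio across a 100 second FLIPR read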
CHO-K1 Ca antag – counter-screen for M1 antagonists: effect in parental CHO-K1 cells | ATP-induced calcium, Fluo-8 fluorescence | inhibition, % at 3 µM | 0.6% of 360,000 active | AID 602250;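 active = inhibition above a per-plate cutoff, the plate's mean sample inhibition plus 3 SD, cut at about 24% in these data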;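 also: 0% = DMSO plus EC80 ATP and 100% = DMSO alone without ATP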
OXTR potentiate – human OXTR potentiation | AID 2445 | 0.061% of 320,000 active | activation, % at 3 µM | P30559 | CHO-OTR cells, Fluo-8 calcium fluorescence, potentiator mode; 0% = oxytocin EC15, 100% = EC100;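 active = activation above that plate's cutoff, the mean activation of tested compounds plus 3 SD, cut at about 6.6% in these data, passing the limit was not always enough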;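 also: 100% uses oxytocin at 75 nM as the full agonist control; some results filed as inactive read as strong as hits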
Target sequence (P30559 whole entry, looked up): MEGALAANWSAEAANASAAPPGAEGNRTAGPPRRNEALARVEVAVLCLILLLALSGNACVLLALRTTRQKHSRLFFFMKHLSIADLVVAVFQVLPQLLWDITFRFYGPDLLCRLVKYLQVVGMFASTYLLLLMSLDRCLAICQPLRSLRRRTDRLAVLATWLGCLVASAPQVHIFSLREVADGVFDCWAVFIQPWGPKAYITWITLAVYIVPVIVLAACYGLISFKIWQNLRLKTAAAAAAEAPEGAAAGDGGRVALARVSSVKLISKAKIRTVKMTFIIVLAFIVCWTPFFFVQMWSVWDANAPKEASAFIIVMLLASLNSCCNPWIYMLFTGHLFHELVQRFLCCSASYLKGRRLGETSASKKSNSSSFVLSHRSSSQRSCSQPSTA
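Assay system: CHO cell line stably expressing human OTR. Reagent: EC15 oxytocin agonist. Dosing: single dose, 3.0 µM nominal final compound concentration. Timing: compound 6 min at room temperature before oxytocin, 100 s read. Signal: kinetic Fluo-8 calcium fluorescence. Controls: oxytocin EC15 low and EC100 high.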
Starred values were filed as active, the others as inactive; · = no result given.

SMILES	V1aR counter	CHO parental Ca	CHO-K1 Ca antag	M1 ag parental	M1 PAM parental	CHRM1 agonist	TAAR1 antag	OXTR potentiate	TAAR1 ag
O=C(NC1CCCC1)C1CCN(C(=O)c2cc(Cl)ccc2Cl)CC1	-0.2	-9.0	-9.0	6.3	20.1	0.3	-8.8	2.1	3.8
OCC1(CCCc2ccccc2)CCN(Cc2cnc(N3CCOCC3)s2)CC1	2.3	-17.2	-11.5	2.9	-3.9	18.6*	-35.1	-10.4	12.0
Oc1c(C=NCc2ccccc2)sc2ccccc12	0.5	7.5	16.3	-0.3	-5.3	-3.7	2.5	-12.1	10.7
COc1cccc(CC2(CO)CCN(Cc3ccc4cccc(F)c4n3)CC2)c1	3.1	-19.4	-9.8	3.5	25.9	-6.7	-1.7	-7.3	4.1
CCN(CC)S(=O)(=O)c1cccc(NC(=O)c2cc(=O)[nH]c3ccccc23)c1	0.1	-1.4	2.8	0.0	-12.3	2.4	12.8	0.1	-1.3
O=C(CCCSc1ccccc1)Nc1cccc(CO)c1	2.9	-1.4	9.8	1.6	-5.3	-1.6	-5.9	-9.5	0.0
COc1cc2ccccc2cc1C(=O)Nc1ccc(N2CCN(C(=O)C(C)C)CC2)cc1	13.2	-9.9	-10.4	6.7	9.8	2.4	-19.9	-7.5	-0.2
O=[N+]([O-])c1ccccc1S(=O)(=O)N1CCN(c2ccc(F)cc2)CC1	1.9	16.6	-2.7	7.6	15.0	-4.5	1.5	-19.6	5.0
O=C(Nc1ccccc1)c1ccncc1	-0.3	-12.3	-15.1	0.4	6.5	-2.1	7.7	-4.2	13.1
COc1ccc(CN2CC[C@@H](N3CCOCC3)[C@H](O)C2)cc1F	1.7	-0.9	-2.8	0.2	-2.1	-10.3	-42.0	-16.0	2.0
COc1cccc(-n2nc3c(=S)[nH]nc(C)c3c2C)c1	-1.1	-15.5	-0.4	-0.5	7.3	-5.6	-9.6	-0.8	-1.6
CN(CCOc1ccc(Cl)cc1)C(=O)c1ccc(S(=O)(=O)N2CCOCC2)cc1	10.1	-4.2	-0.9	8.8	13.6	-2.7	43.4	-23.0	28.2
CC(=O)c1ccc(S(=O)(=O)Nc2ccc(C(=O)NCC(c3ccco3)N3CCCC3)cc2)cc1 (configuration not stated)	·	·	-11.3	0.4	17.8	-8.4	-22.7	·	8.6
O=C(O)c1ccc(-n2ncc3c2/C(=C\c2cccc([N+](=O)[O-])c2)CC3)cc1	·	·	-19.5	0.5	19.2	0.4	-21.7	·	-0.5
COc1ccccc1NC(=O)C(C)OC(=O)CSCC(=O)Nc1ccc(C)cc1C (configuration not stated)	-0.1	-18.6	-21.3	0.8	8.1	-0.4	-10.1	-4.5	4.6
CC(NC(=O)COc1ccc([N+](=O)[O-])cc1)c1ccccc1 (configuration not stated)	0.9	-7.9	18.3	0.1	-7.3	-3.1	-10.7	-12.9	0.6
N#Cc1c(SCc2c(Cl)cccc2Cl)nc(N)[nH]c1=S	1.0	-7.3	10.6	-0.2	-5.5	-5.5	-4.5	-2.6	1.3
COc1ccc(N2C(=O)C(Cl)=C(N3CCN(Cc4ccccc4)CC3)C2=O)cc1	·	·	-11.8	0.3	10.1	-5.3	·	·	·
Cc1c(Cl)cccc1NC(=O)NNC(=O)CCc1ccccc1	1.5	-8.6	-2.9	0.8	1.8	-2.4	-9.9	-3.9	2.0
CCOC(=O)N1CCN(C(=O)/C(=C/c2ccccc2OC)NC(=O)c2ccccc2)CC1	0.6	-10.0	-10.1	0.1	1.5	-1.3	-6.1	-2.8	7.0
CCC1(C)Cc2c(C#N)c(N)sc(=S)c2CO1 (configuration not stated)	1.0	-17.7	-15.8	0.8	22.3	-1.9	2.3	-3.0	2.4
Cc1c(Cl)cccc1NC(=O)c1ccccc1-c1ccccc1C(=O)O	0.6	-8.8	5.8	0.2	-9.3	-1.9	-10.2	-1.6	4.2
CC(=O)N1CCc2c(sc3c2c(=O)n(-c2ccccc2)c(=O)n3CC(=O)NCC2CCCO2)C1 (configuration not stated)	1.4	0.1	1.0	-0.4	-5.7	6.9	3.0	3.0	0.2
COC(=O)C1=C(C)NC(C)=C(C(=O)OC)C1c1ccc(-c2cccc(Cl)c2Cl)o1	0.0	-14.5	-7.0	0.4	7.5	-4.6	-13.7	-5.4	6.4
Cc1ccc(C(=O)NCC(=O)OCC(=O)NC(C)C2CC3CCC2C3)cc1 (configuration not stated)	·	·	14.0	0.1	-23.7	-3.1	-13.2	·	-0.4
CN(Cc1nc2ccccc2n1C)S(=O)(=O)c1ccc(Cl)cc1	0.3	-22.6	-10.7	-0.2	24.0	-4.1	7.8	-9.7	-1.8
COc1cccc2c1cc1c(=O)n(CC(=O)N3CCCCCC3)nc(C)n12	0.3	22.9	-5.1	0.2	2.4	-3.6	-12.1	-2.5	0.1
Cc1c(OCC(=O)N2C[C@H]3C[C@@H](C2)c2cccc(=O)n2C3)ccc2c3c(c(=O)oc12)CCC3	-0.4	-17.8	-0.8	0.1	13.8	-12.4	9.8	3.7	0.7
COC(=O)N/N=C/c1cc(Cl)c(OCc2ccccc2F)c(OC)c1	0.4	-9.8	-2.4	2.8	-3.0	-6.8	16.9	-7.5	3.5
COc1cccc2cc(-c3nc4ccccc4[nH]3)c(=O)oc12	0.1	-2.3	7.9	1.9	-13.0	-4.0	13.9	-8.7	8.4

SMILES	V1aR counter	CHO parental Ca	CHO-K1 Ca antag	M1 ag parental	M1 PAM parental	CHRM1 agonist	TAAR1 antag	OXTR potentiate	TAAR1 ag
CN(C)c1nc2ccccc2n(C)c1=O	0.3	-0.9	23.8*	-0.5	-15.2	-1.7	-5.2	-4.0	10.5
CC(NC(=O)CC1Nc2ccccc2NC1=O)c1ccccc1 (configuration not stated)	0.7	-14.4	9.8	-0.1	7.3	-1.6	1.1	-8.8	20.4
Cc1cc(C)nc(OC(C(=O)O)C(OCc2ccccc2)(c2ccccc2)c2ccccc2)n1 (configuration not stated)	0.2	-15.7	-3.2	1.0	8.0	-1.9	1.9	-6.8	113.0*
Cc1cccc(N(C)S(=O)(=O)c2cccc3nsnc23)c1	-1.3	-13.9	-6.6	0.4	17.8	-3.3	8.8	-9.1	-2.5
O=C(Nc1cccc(F)c1)c1ccc(S(=O)(=O)N2CCCCC2)cc1	7.7	-13.1	-1.9	6.4	-5.3	-3.6	-0.5	-1.2	2.2
COc1cccc2sc3cc(NCc4ccc(C)o4)ccc3c(=O)c12	-0.1	-16.2	-3.0	0.2	2.0	-2.1	17.3	6.8	17.0
Cc1ccc(CN2C(=O)CCC2C(=O)NCCN(CC(C)C)CC(C)C)cc1 (configuration not stated)	0.4	-1.3	0.5	0.1	13.5	-5.2	-17.5	-8.2	-2.2
Clc1ccc(C(c2ccccc2)N2CCNCC2)cc1 (configuration not stated)	0.7	-14.7	-14.6	0.9	17.9	0.5	-2.8	0.3	10.4
O=C(CSc1n[nH]c(-c2cccnc2)n1)OC1CCCCC1	0.1	-5.9	-20.3	2.0	18.3	-4.0	-12.1	7.1	1.6
CCC(=O)c1ccc(OCC(O)CN2CCN(S(=O)(=O)c3ccc(NC(C)=O)cc3)CC2)cc1 (configuration not stated)	1.4	-4.4	8.6	1.4	-2.5	-3.7	1.4	-1.0	1.1
COc1ccc(C(=O)O/N=C(\N)c2ccc(Cl)cc2)cc1	0.7	-5.6	5.0	-0.1	5.4	-4.1	-4.7	0.9	4.5
CCNC(=O)CC1S/C(=N/N=C(\C)c2ccccc2)NC1=O (configuration not stated)	1.8	-0.5	-1.4	1.5	22.3	-5.9	-5.7	-5.2	6.2
Cc1cc(NC(=O)CCC(=O)N(Cc2ccccc2)C2(C(=O)NC3CCCCC3)CCCC2)no1	-1.1	-24.0	4.9	-0.2	2.0	-6.5	9.2	-14.0	9.8
CCOC(=O)c1c(C)[nH]c(C(=O)N/N=C/c2ccc(Br)cc2)c1C	6.0	-19.0	-2.3	7.3	4.1	-3.5	46.7	-8.4	14.8
CCOC(=O)N1CCN(CCCc2ccccc2)CC1	0.0	-1.9	8.4	0.0	-22.0	-1.1	-4.1	-1.1	2.5
COc1ccc(C(=O)N2CCCC(CCC(=O)N3CCN(c4ccccn4)CC3)C2)cc1 (configuration not stated)	0.4	-23.0	-3.9	0.6	-9.2	-5.3	-14.1	-1.7	3.1
Cn1cccc1C1NC(=O)c2c(sc3c2CCC(C(C)(C)C)C3)N1 (configuration not stated)	2.4	-10.8	1.4	-0.1	7.3	-2.8	8.5	-1.1	7.2
Cc1ccc(Sc2ncccc2O)cc1	2.0	-6.7	-2.5	1.1	-6.9	-1.6	-25.4	0.1	3.7
N=C1C(=O)OCC1c1ccccc1NC(=O)CN1CCOCC1 (configuration not stated)	0.0	-1.5	-4.0	0.7	16.0	-0.3	2.5	-3.8	0.7
CCOC(=O)c1cc2sccc2n1CC(=O)N1CCCc2ccccc21	-0.8	-15.5	-27.9	1.5	14.3	-5.7	2.6	-3.0	-0.3

Single entries from above.
TAAR1 antag, COc1cccc(CC2(CO)CCN(Cc3ccc4cccc(F)c4n3)CC2)c1 : -1.7
V1aR counter, COc1cccc2sc3cc(NCc4ccc(C)o4)ccc3c(=O)c12 : -0.1
